Screens from PubChem BioAssay.
aSyn UTR inh: MLPCN primary screen, SNCA 5' untranslated region. alpha-synuclein 5'UTR reporter, inhibitor activity. inhibition, % (tested at 7.5 µM). 300,000 compounds, 0.82% hits. AID 1813; in the data active = inhibition above about 60%;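 note: H4 neuroglioblastoma cells stably carrying SNCA 5'UTR luciferase fusion; 0% = DMSO wells and 100% = positive control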
KLF5 inhibitor: suppresses KLF5 promoter-driven expression | DLD-1 KLF5 promoter-luciferase reporter, luminescence | inhibition, % at 5 µM | 290,000 compounds, 0.23% hits;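 active = inhibition above a per-plate limit of that plate's mean compound inhibition plus 3 SD, cut at about 60% in these data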;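 note: 0% = DMSO wells and 100% = LY294002 at 200 µM; higher means less KLF5 promoter-driven luciferase light; inactives centre near -14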
HSF1 inhib: HSF1 inhibition. NIH3T3-HGL HSE-luciferase, MG132-induced, luminescence 8 h; active compounds read low. activity change, negative = inhibition, % at 7.5 µM (by protocol). 300,000 compounds, 0.77% hits. AID 2098;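 active = more than half of replicate wells show activity change below -50%, luminescence cut by over half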;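 note: luciferase reports HSF-1 transcriptional activity via heat shock element; 0% = median of DMSO wells and -100% = zero luminescence signal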
AI-2 QS modul: modulators of Vibrio harveyi AI-2 quorum sensing system | activity change, % at 7.5 µM | Vibrio harveyi JMH597 AI-2 luminescence/OD600 ratio, 9 h; active compounds read low; strain lacks LuxN and CqsS sensors; 0 = neutral-control median | 300,000 compounds, 0.4% hits | AID 2094; in the data active = activity change below about -75%, passing the limit was not always enough;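 note: luminescence divided by OD600 gain over 9 h not by final OD600 alone; inactives centre near 13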
HSP90 inh: blocks HSP90-mediated luciferase refolding in reticulocyte lysate; Rabbit reticulocyte lysate, luciferase refolding luminescence, 3 h; inhibition, % at 5.6 µM; 290,000 compounds, 0.91% hits; AID 1789;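 active = inhibition above the screen-wide mean plus 3 SD, computed separately per campaign, cut at about 16% in these data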;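 note: 0% = DMSO wells and 100% = 60 µM geldanamycin wells; inhibitors lower the luminescence because luciferase stays unfolded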
GSK3beta inhib: inhibitors of human GSK3beta kinase | P49841 | GST-GSK3beta kinase, ADP-Glo luminescence, 60 min; active compounds read low | activity score (negative = inhibition), % at 10 µM | 300,000 compounds, 0.038% hits;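 active = more than half of replicate wells score below -50%, meaning over 50% inhibition versus plate controls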;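 note: 0% = median DMSO wells and -100% = median GW8510 positive control wells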
Target sequence (P49841 whole entry, looked up): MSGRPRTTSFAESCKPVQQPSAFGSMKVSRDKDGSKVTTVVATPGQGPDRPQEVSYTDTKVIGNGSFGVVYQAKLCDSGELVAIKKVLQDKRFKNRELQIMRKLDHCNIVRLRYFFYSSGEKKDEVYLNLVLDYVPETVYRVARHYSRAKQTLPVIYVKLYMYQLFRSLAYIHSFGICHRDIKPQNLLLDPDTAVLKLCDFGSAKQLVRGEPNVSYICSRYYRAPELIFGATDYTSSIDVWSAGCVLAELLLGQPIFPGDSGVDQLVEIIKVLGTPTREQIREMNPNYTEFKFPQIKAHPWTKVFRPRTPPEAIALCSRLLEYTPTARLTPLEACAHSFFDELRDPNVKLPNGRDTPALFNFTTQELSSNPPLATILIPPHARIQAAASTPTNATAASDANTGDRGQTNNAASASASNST
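Assay system: GST-fused GSK3beta enzyme, cell-free / Medium: Tris pH 7.5 buffer with MgCl2, DTT, BSA, heparin / Also added: peptide substrate plus 25 µM ATP (final) / Compound: 10 µM single point / Timing: kinase reaction with compound 60 min at room temperature / Detection: ADP-Glo luminescence / Benchmarks: DMSO neutral wells and GW8510 at 20 µM as positive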
HIF activator: HIF pathway transcriptional activation. U2OS HRE-luciferase reporter, luminescence; normalized: DMSO 0%, desferrioxamine 100%. activation, % at 7.5 µM (by protocol). 300,000 compounds, 0.32% hits. AID 1910;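 active = mean activation of at least 10% of the iron chelator positive control signal, with at least half of replicates also reaching 10%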
GSK3A inh: blocks human GSK-3 alpha kinase; ADP-Glo luminescence, 60 min; 320,000 compounds, 0.1% hits; inhibition, % at 10 µM;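 in the data active = inhibition above about 50%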;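 note: GST-tagged GSK-3 alpha with peptide substrate and 25 µM ATP; 0% = DMSO neutral wells and 100% = GW8510 positive control wells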
Target sequence (P49840 whole entry, looked up): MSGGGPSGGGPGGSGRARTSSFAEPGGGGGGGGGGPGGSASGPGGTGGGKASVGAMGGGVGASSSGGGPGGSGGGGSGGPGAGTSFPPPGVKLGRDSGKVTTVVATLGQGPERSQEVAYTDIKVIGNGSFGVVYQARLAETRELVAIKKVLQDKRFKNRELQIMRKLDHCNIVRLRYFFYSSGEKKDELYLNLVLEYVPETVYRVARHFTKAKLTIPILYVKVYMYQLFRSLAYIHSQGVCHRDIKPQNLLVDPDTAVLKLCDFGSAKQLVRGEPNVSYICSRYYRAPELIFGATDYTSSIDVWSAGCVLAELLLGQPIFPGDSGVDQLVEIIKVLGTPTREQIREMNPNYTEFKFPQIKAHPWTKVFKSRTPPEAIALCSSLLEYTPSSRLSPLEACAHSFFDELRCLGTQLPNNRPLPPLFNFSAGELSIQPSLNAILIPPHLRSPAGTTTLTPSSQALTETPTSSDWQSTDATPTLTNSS
IEC-6 tox: kills IEC-6 intestinal cells in KLF5 counter-screen; 290,000 compounds, 0.78% hits; AID 1825; IEC-6 cytotoxicity, luminescence viability; inhibition, % at 5 µM; in the data active = inhibition above about 22%;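 note: 0% = plate median of test compound wells and 100% = cytotoxic reference compound wells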
HSF1 activator: increases HSF-1 driven luciferase reporter signal | NIH3T3-HGL HSF-1 luciferase reporter, MG132, 8 h; 100% = twice DMSO control signal | activation, % at 9 µM | 300,000 compounds, 1.7% hits;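 active = mean replicate activation of at least 50% with a set share of replicates each reaching 50%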;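 note: 0% = median of the neutral control wells and 100% = twice that signal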
* marks the source's active call; other numbers are inactive results; / = not tested or not shown.

Below each SMILES – GSK3beta inhib	HSP90 inh	KLF5 inhibitor	aSyn UTR inh	GSK3A inh	HSF1 activator	HSF1 inhib	HIF activator	IEC-6 tox	AI-2 QS modul
#1 COc1ccc(-n2ncc3c2CC(C)(C)CC3NC(=O)CCn2nc(C)cc2C)cc1 (stereo not drawn)
→ -1	5	-40	-4	-1	6	4	-0.7	8	-3
#2 COc1ccc(NC(=O)COc2ccc(C(=O)OCC(=O)N(C(C)C)C(C)C)cc2OC)cc1
→ -2	4	-29	13	13	-2	3	-0.2	6	28
#3 CCc1ccc(N=CC23c4ccccc4C(c4ccccc42)C2C(=O)N(c4ccc(OC)cc4)C(=O)C23)cc1 (stereo not drawn)
→ 0	0	-8	-2	-4	-34	-26	-2.1	-1	29
#4 Cc1nn(-c2ccc(C(=O)O)cc2)c2c1C(=O)CC(C)(C)C2
→ 2	-4	-29	21	6	-6	0	0.1	4	39
#5 CC1CN(C2=Nc3cccc4cccc2c34)CC(C)O1 (stereo not drawn)
→ 2	-4	-6	7	2	9	-3	-0.2	7	43
#6 O=C(c1cccs1)N1CCC(c2nc3c(nnn3Cc3cccc(Cl)c3)c(=O)[nH]2)CC1
→ 0	2	-3	-12	3	24	8	-0.4	0	5
#7 C=C[C@@]1(C)CC(=O)[C@]2(O)[C@@]3(C)[C@@H](O)CCC(C)(C)[C@@H]3[C@H](OC(C)=O)[C@H](O)[C@@]2(C)O1
→ -1	/	/	66*	-1	4	0	-0.6	/	-9
#8 O=C(O)CCNC(=O)/C(=C\C=C\c1ccccc1)NC(=O)c1ccccc1
→ 2	0	-13	9	/	-6	-1	-0.2	-5	11
#9 Cc1onc(-c2ccccc2)c1C(=O)NC(=S)NNC(=O)c1ccc(O)cc1O
→ -2	-2	56	64*	2	1	-3	0.0	-5	-1
#10 Cc1coc2cc3oc(=O)ccc3cc12
→ 0	3	-12	1	0	-2	-6	3.9	4	16
#11 COCCCNC(=S)NC(=O)c1ccc([N+](=O)[O-])cc1
→ 1	-6	-31	-51	-4	20	3	0.8	-1	11
#12 COC(=O)C1=C(C)N(CCCCCC(=O)O)C(=O)NC1c1ccccc1 (stereo not drawn)
→ 2	/	/	-6	-2	-8	-7	-1.1	/	10
#13 Cc1ccc(O)c(NC(=O)c2cc(-c3ccco3)on2)c1
→ 2	-3	-124	-184	-2	113*	84	3.4	3	-10
#14 Cc1cccc(NC(=O)CCc2nc3sc4c(c3c(=O)[nH]2)CCCC4)c1
→ -1	/	/	4	-1	27	14	-0.8	/	11
#15 CC1(C)CC(=O)C2=C(C1)N(c1ccccc1)C(N)=C(C#N)C2c1cccnc1 (stereo not drawn)
→ 2	2	-16	14	0	-22	3	0.1	3	14
#16 COCCNC(=O)c1c(N)n(CCCn2ccnc2)c2nc3ccccc3nc12
→ -20	5	7	7	3	33	0	0.0	-6	15
#17 C=CCn1c(SCC(=O)NCc2ccccc2)nnc1C1CCCCC1
→ 2	0	-28	-21	/	15	4	-0.1	-1	18
#18 COc1cccc(NC(=S)N2CCN(C(c3ccccc3)c3ccccc3)CC2)c1
→ 4	0	5	-3	-4	8	8	1.0	3	13
#19 O=C(NCCC1CCCCN1S(=O)(=O)c1ccc(F)cc1)C(=O)Nc1ccccc1 (stereo not drawn)
→ -2	/	/	-6	-1	1	3	0.2	/	39
#20 COC(=O)c1ccc(C2NC(=O)c3ccccc3O2)cc1 (stereo not drawn)
→ 1	2	-9	-32	-1	-43	-27	0.3	-4	5
#21 O=C(CCNC(=O)c1ccc(Br)cc1)NNC(=O)c1ccccc1O
→ -2	/	/	2	-2	-1	0	0.9	/	19
#22 O=c1c(-c2ccc(F)cc2)coc2cc(O)ccc12
→ 3	1	-162	-94	4	41	17	2.2	2	24
#23 COc1cc(Cl)c(C)cc1NC(=O)CCNC(=O)c1ccco1
→ -1	-2	-15	17	-1	-5	-9	-0.1	-3	20
#24 O=C(COC(=O)c1ccccc1NC(=O)c1ccco1)NCC1CCCCC1
→ 1	3	-44	-5	0	4	-3	-0.2	-3	12
#25 Cn1c(N)c(C(=O)COC(=O)c2nc(Cl)ccc2Cl)c(=O)n(C)c1=O
→ 4	-2	-33	5	-3	-8	-4	-0.5	6	12
#26 COC(=O)C1Cc2c([nH]c3ccccc23)CN1 (stereo not drawn)
→ 1	5	-7	-34	2	34	7	0.9	10	13
#27 Cc1cccc(NC(=O)CNC(=O)c2cccs2)n1
→ -3	/	/	-11	-1	-4	-4	-0.3	/	17
#28 COCc1cc(C)nc(SCC(=O)N2CCC(C)CC2)c1C#N
→ 1	3	-7	5	-4	7	0	-0.1	-6	-3
#29 COCCN(Cc1cc2cc3c(cc2nc1Cl)OCO3)C(=O)c1cccc(C)c1
→ 4	3	-4	13	0	10	-4	0.1	5	5
#30 CCOc1ccc(CN2CCC(n3nccc3NC(=O)CCCc3ccccc3)CC2)cc1
→ -1	-1	3	12	2	8	8	0.4	-4	51
#31 CCn1cc(CN2CCc3c([nH]c4ccccc34)C2c2cccc(OC)c2)c(C)n1 (stereo not drawn)
→ -1	-3	-11	2	-1	22	-5	0.4	3	31
#32 CC(Sc1ccc(Br)cc1)C(N)=O (stereo not drawn)
→ 0	-1	6	-1	1	-1	0	1.1	3	35
#33 Cc1ccc(C(=O)O/N=C(\N)c2ccc(Br)cc2)cc1
→ -7	2	-57	-215	-3	16	9	2.1	-2	11
#34 O=C(NC1CCCCCC1)C1CCN(C(=O)Cc2ccccc2)CC1
→ -1	3	3	12	6	-4	5	-0.1	-3	8
#35 Cc1ccc(-n2ncc3c(SCC(=O)NNC(=O)c4ccco4)ncnc32)cc1
→ 0	0	-47	-106	-2	35	19	2.8	4	6
#36 Cc1ccc(SCC(=O)Nc2c(Br)cnn2C)cc1
→ -2	-3	-24	-15	1	-10	-4	-1.4	5	16
#37 O=C(CCC1CCCN(C(=O)c2ccsc2)C1)NCc1ccc(F)c(F)c1 (stereo not drawn)
→ 0	2	-20	1	-3	-40	-24	0.1	3	17
#38 NCCCC[C@H]1CNC(=S)N1CC1(c2ccccc2)CC1
→ -2	/	/	0	0	-27	-7	-0.3	/	14
#39 O=S(=O)(NC(=NC1CCCCC1)c1ccccc1F)c1ccccc1
→ 0	-2	-21	6	1	-1	-4	-0.3	-1	12
#40 COc1ccccc1CCN1CCCC(CN(C)Cc2ccc(OCCO)cc2)C1 (stereo not drawn)
→ 1	5	-9	-7	-1	-15	-4	-0.1	3	1

Structures shown so far with an NH in an aromatic ring, in the order listed:
Below each SMILES – GSK3beta inhib	HSP90 inh	KLF5 inhibitor	aSyn UTR inh	GSK3A inh	HSF1 activator	HSF1 inhib	HIF activator	IEC-6 tox	AI-2 QS modul
#6 O=C(c1cccs1)N1CCC(c2nc3c(nnn3Cc3cccc(Cl)c3)c(=O)[nH]2)CC1
→ 0	2	-3	-12	3	24	8	-0.4	0	5
#14 Cc1cccc(NC(=O)CCc2nc3sc4c(c3c(=O)[nH]2)CCCC4)c1
→ -1	/	/	4	-1	27	14	-0.8	/	11
#26 COC(=O)C1Cc2c([nH]c3ccccc23)CN1 (stereo not drawn)
→ 1	5	-7	-34	2	34	7	0.9	10	13
#31 CCn1cc(CN2CCc3c([nH]c4ccccc34)C2c2cccc(OC)c2)c(C)n1 (stereo not drawn)
→ -1	-3	-11	2	-1	22	-5	0.4	3	31

Remaining list, next part:
Below each SMILES – GSK3beta inhib	HSP90 inh	KLF5 inhibitor	aSyn UTR inh	GSK3A inh	HSF1 activator	HSF1 inhib	HIF activator	IEC-6 tox	AI-2 QS modul
#41 COC(=O)c1ccc(NC(=O)c2ccc(NC(=O)C3CCCO3)cc2)cc1 (stereo not drawn)
→ -1	5	5	4	0	-7	-7	0.4	3	11
#42 Cc1ccc2nc(SCC(=O)N(CC(C)C)c3c(N)n(CC(C)C)c(=O)[nH]c3=O)[nH]c2c1
→ 6	-2	10	34	3	-1	2	-0.2	0	11
#43 Cc1cccc(C(=O)NCCCN(C)CCCNC(=O)c2cccc(C)c2)c1
→ -2	-1	-60	7	0	-1	0	-1.5	-1	21
#44 Cc1ccc(NC(=O)[C@@H](C)NC(=O)[C@@H]2Cc3ccccc3CN2)cc1
→ 8	2	-18	-29	-3	-64	-55*	0.7	4	8
#45 COc1ccc(-c2[nH]ncc2CN(CC2CCC(=O)N2)C(C)C)cc1F (stereo not drawn)
→ 1	3	16	13	-1	-7	2	0.0	4	17
#46 COc1ccc(NC(=S)NCCN2CCOCC2)cc1
→ -1	2	4	-7	0	-15	0	0.6	3	14
#47 CCSc1nc(C)c(C(C)=O)cc1C#N
→ 0	0	-16	7	0	-17	-10	-0.1	-4	5
#48 COc1ccc(NC(=O)C23CCC(C)(C(=O)C2)C3(C)C)cc1 (stereo not drawn)
→ -3	-1	-8	20	-1	-1	-1	0.3	1	12
#49 COc1ccc([C@@H]2[C@@H]3C(=O)N(C(C)(C)C)C(=O)[C@@H]3[C@]3(Cc4ccc(Cl)cc4)C(=O)N(c4cccc(C)c4)C(=O)N23)cc1
→ 0	-2	-35	-10	-3	18	1	-0.4	1	42
#50 COCCCNC(=O)NC(=O)c1ccccc1
→ -1	-1	-7	3	-1	-5	4	0.3	-8	-4
#51 Nn1c(SCc2ccccc2)nc2c(cnn2-c2ccccc2)c1=O
→ -1	0	-42	-90	-1	32	18	1.7	7	4
#52 O=C(CSC1=NS(=O)(=O)c2cc(F)ccc2N1)NCc1ccccc1
→ 4	/	/	2	-1	6	-2	-14	/	-5
#53 CC(C)C(=O)Nc1nnc(COc2ccc(Cl)cc2)s1
→ 0	3	15	18	-2	29	3	0.2	2	12
#54 COc1cccc(C(C2=C(O)CC(C)(C)CC2=O)C2C(=O)CC(C)(C)CC2=O)c1 (stereo not drawn)
→ -3	-3	13	/	-2	12	21	0.2	4	13
